FLuc inh: blocks Photinus pyralis firefly luciferase activity; hit rate 2.2% among 72,000; Potency, µM (doses to about 57.1 µM), for the others: at the top dose activity change, negative = inhibition, actives largely listed as inhibitors; purified firefly luciferase, luminescence, 8 min; P08659; further: potency means the concentration at half of the fitted maximal effect; on the % scale 0 is the no-effect control and ±100 the full control effect; nearly all actives have a fitted effect of over 40% in size
Target sequence (P08659 whole entry, looked up): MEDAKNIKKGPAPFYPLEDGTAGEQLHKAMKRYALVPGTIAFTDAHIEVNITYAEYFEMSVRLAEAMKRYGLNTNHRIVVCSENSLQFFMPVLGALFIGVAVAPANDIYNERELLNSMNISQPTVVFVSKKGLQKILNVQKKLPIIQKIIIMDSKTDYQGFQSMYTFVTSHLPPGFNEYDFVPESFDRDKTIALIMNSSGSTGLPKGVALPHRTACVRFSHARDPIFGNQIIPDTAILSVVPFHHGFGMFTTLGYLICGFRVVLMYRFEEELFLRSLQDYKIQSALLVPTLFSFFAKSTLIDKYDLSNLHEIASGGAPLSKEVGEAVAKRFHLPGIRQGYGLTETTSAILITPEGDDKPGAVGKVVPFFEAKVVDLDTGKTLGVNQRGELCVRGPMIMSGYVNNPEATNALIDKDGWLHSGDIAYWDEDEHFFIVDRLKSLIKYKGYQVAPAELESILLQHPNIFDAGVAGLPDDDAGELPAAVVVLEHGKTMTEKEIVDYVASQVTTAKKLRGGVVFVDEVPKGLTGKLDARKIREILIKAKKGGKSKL
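Firefly luciferase (PKLight detection mix) with 10 uM ATP in pH 7.2 imidazole buffer (KCl, MgCl2, Tween 20, BSA). Compounds tested across a concentration series (qHTS). Luminescence read after 8 min at ambient temperature.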
UbGFP stabilizer: proteasome inhibitors stabilizing ubiquitin-GFP reporter | Ubiquitin-GFP reporter cells, proteasome inhibition, GFP fluorescence; response scale: untreated = 0%, 10 µM MG-132 = 100% | Potency, µM (titrated, usually from 45.9 µM), without a hit: at the highest dose activation (GFP accumulation), hits mostly activators | 67,000 tested, under 10 active | AID 526; active means well fitted activation curve with a large enough effect, not every such curve was filed as active; inconclusive means small, poorly fitted or top-dose-only effect, or another doubt; inactive means no such curve, though single readings can be large or run the other way; further: potency means the concentration at half of the fitted maximal effect
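GFP accumulation read-out: laser plate cytometry counting ubiquitin(G76V)-GFP-expressing U2OS cells after 4 hr compound exposure at 37 °C. Titrations spanned 46 uM to 2.9 nM; 0% = basal, 100% = 10 uM MG-132; concentration-response curves fitted.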
GFP derepression: derepresses silenced GFP locus in mouse C127i cells; hit rate 0.09% among 68,000; Potency, µM (doses to about 46.1 µM), for the others: at the top dose GFP derepression (activation); mouse C127i GFP locus derepression, cytometry, 30 h; further: % of control where 0% means no effect
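Read-out is the number of GFP-positive cells, scored as fluorescent objects 20 to 120 um wide, reflecting derepression of a silenced CMV-GFP reporter in murine C127i cells after 30 h compound exposure at 37 C.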
CRE Fsk mod: alters forskolin-stimulated CRE reporter signaling in CHO cells | Potency, µM (highest dose often 38.2 µM), for the others: top-dose activity change, negative = inhibition, hits mostly activators | hit rate 2.5% among 71,000 | CHO CRE-bla reporter (cAMP response element driving beta-lactamase), forskolin EC10, beta-lactamase ratio; active means well fitted activation curve with a large enough effect in the signal ratio, with a control signal flat, not every such curve was filed as active; inconclusive means small, poorly fitted or top-dose-only effect, or effect the other way, or a change in a side signal; the % refers to the signal ratio; further: potency means the concentration at half of the fitted maximal effect; % of control where 0% means no effect
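qHTS titration format; CRE-bla CHO reporter; stimulus EC10 NKH 477, a water-soluble forskolin. Read: CCF4 460/530 nm ratio. Potency expressed as AC50 for activators or inhibitors.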
Hsp90 Hop PPI: changes Hsp90-Hop TPR2A binding signal, up or down; AlphaScreen TPR2A-His6 binding biotin-Hsp90 C-terminal peptide; Potency, µM (top dose mostly 57 µM), for inactives: top-dose activity change, negative = inhibition; hit rate 0.44% among 71,000; active means well fitted curve in either direction with a large enough effect; inconclusive means small, poorly fitted or top-dose-only effect, or another doubt; further: potency means the concentration at half of the fitted maximal effect; on the % scale 0 is the no-effect control and ±100 the full control effect; many of its hits are not listed in these tables
ERK AVP block: blocks ERK signaling stimulated by vasopressin. HEK293-V1b, vasopressin-stimulated pERK AlphaScreen. Potency, µM (highest dose often 57.5 µM), without a hit: at the top dose activity, negative = inhibition, hits mostly inhibitors. hit rate 0.99% among 72,000. AID 995; further: potency means the concentration at half of the fitted maximal effect; on the % scale 0 is the no-effect control and ±100 the full control effect; nearly all actives have a fitted effect of over 55% in size
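qHTS, compounds titrated on V1b-expressing HEK293 cells. Preincubation 30 min at 37C, vasopressin 25 nM for 5 min, lysis 10 min, bead incubation 5 hr at room temperature.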
TexasRed autofl: Texas Red region autofluorescence. Compound fluorescence, Texas Red channel, 547/618 nm; active compounds read high. max dye-equivalent concentration, M. hit rate 0.06% among 59,000. AID 587; in the data active means max dye-equivalent concentration above about 10 nM; inconclusive means between about 1.1 nM and that limit
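Compound titrations in 100 mM Tris pH 8.0 were incubated 15 min at room temperature and read at 547 nm excitation / 618 nm emission. Texas Red six-point standard curve on each plate converted fluorescence to dye-equivalent concentration.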
A350 fluor: compounds fluorescent in Alexa 350 spectral region | Compound autofluorescence, 340/450 nm, Alexa 350 dye-equivalents; active compounds read high | max dye-equivalent concentration, M | hit rate 11% among 59,000 | AID 590; in the data active means max dye-equivalent concentration above about 10 nM; inconclusive means mostly about 1.1 nM to 9.6 nM
HBB splice mod: modulators of hemoglobin beta chain splicing; HBB splicing reporter cell assay, activation; EGFP reporter with mutant IVS2-654 intron; response scale: normalised to 500 nM splice-correcting PNA; Potency, µM (highest dose often 46.1 µM), inactives show at the highest dose activation, most hits filed as activators; hit rate 0.06% among 65,000; further: potency means the concentration at half of the fitted maximal effect; 0% is about no effect
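HeLa cells stably expressing EGFP interrupted by mutant beta-globin intron 2 (IVS2-654), 500/well in 2% FCS. Treated with compound for 2 days at 37C. Splicing correction scored as total well GFP intensity (488 nm excitation, 500-520 nm emission); 500 nM antisense PNA served as control.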
Fluorescein fluor: fluorescein region autofluorescence | max fluorescein-equivalent concentration, M | AID 593 | Compound autofluorescence, 480/540 nm, fluorescein-equivalent; active compounds read high | hit rate 0.91% among 59,000; in the data active means max fluorescein-equivalent concentration above about 10 nM; inconclusive means between about 1.1 nM and that limit
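Compounds were pin-transferred into 100 mM Tris buffer, pH 8.0, and incubated 15 min at room temperature. Fluorescence was read at 480 nm excitation/540 nm emission. Signals were normalized to an on-plate six-point fluorescein standard curve as dye-equivalent concentration.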
4-MU autofl: 4-MU region autofluorescence; hit rate 11% among 59,000; compound autofluorescence, 340/450 nm, 4-MU equivalents; active compounds read high; max dye-equivalent concentration, M; in the data active means max dye-equivalent concentration above about 10 nM; inconclusive means mostly about 1.1 nM to 9.6 nM
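Compounds in 100 mM Tris, pH 8.0, incubated 15 min at room temperature, then fluorescence read at 340 nm excitation/450 nm emission. Signal converted to 4-MU dye-equivalent concentration using an on-plate six-point 4-MU standard curve.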
Starred values were filed as active, the others as inactive; i = inactive; ? = inconclusive; . = no result given; [ ] = remark or other dose. Unless noted, the call rests on the fitted dose curve; in most records, active means well fitted curve in the direction sought with a large enough effect; inconclusive means small, poorly fitted or top-dose-only effect, or another doubt; inactive means no such curve, though single readings can be large; an effect the other way counts as inactive or inconclusive. Not all compounds are listed, so the mix of outcomes need not match the whole.

Compound,FLuc inh,UbGFP stabilizer,GFP derepression,CRE Fsk mod,Hsp90 Hop PPI,ERK AVP block,TexasRed autofl,A350 fluor,HBB splice mod,Fluorescein fluor,4-MU autofl
CCOCC(=O)Nc1nnc(Cc2ccc(OC)c(OC)c2)s1,2%,2%,-1%,?,-2%,-16%,i,i,.,i,i
COCCNC(=O)c1ccccc1NC(=O)C1COc2ccccc2O1 (stereo unspecified),2%,2%,-2%,14%,-4%,-28%,i,2e-08M*,.,i,2.2e-08M*
C=CCn1c(SCC(=O)N2CCCC2)nc2cc(C(=O)NCC3CCCO3)ccc2c1=O (stereo unspecified),0%,.,0%,13%,-4%,0%,i,?,2.7%[0.369 µM],?,?
COc1ccc(NC(=O)NCCN2C(=O)C3C4C=CC(C4)C3C2=O)cc1 (stereo unspecified),-14%,-8%,.,-2%,-1%[2.3 µM],7%,.,.,0.1%,.,.
c1ccc(COc2cccc(CN3CCN(c4ccccn4)CC3)c2)cc1,1%,-3%,0%,-13%,5%,1%,?,?,-0.2%,i,?
Oc1ccccc1C1=NCCNC(C(F)(F)C(F)F)=C1,2%,3%,0%,?,-3%,-28%,?,i,0.8%,?,i
N/C(CC(=O)Nc1cc(C(F)(F)F)ccc1Cl)=N\O,5%[11.4 µM],3%[9.17 µM],-2%[9.22 µM],-3%[7.6 µM],1%[11 µM],-7%[11.5 µM],i,i,0.7%[9.22 µM],i,i
Cc1cccn2c(=O)c3cc(C(=O)Nc4ccc(N(C)C)cc4)n(C)c3nc12,2%,11%,12%,?,-3%,36%,i,?,5.9%,?,?
CCOC(=O)c1c(C)[nH]c2cc(Br)c(O)cc12,-25%,4%,-2%,10µM*,-2%,-13%,i,i,-0.7%,i,i
COc1ccccc1-c1nnc(SCc2ccccn2)n1C,2%,-1%,-2%,2%,-2%,4%,i,i,.,?,i
CNC(=O)CSc1nnc(COc2ccc(Cl)cc2)n1CCOC,0%,7%,0%,-3%,-3%,-12%,i,?,-1.9%,?,i
CCC(C)NC(=O)c1ccc(NC(=O)C2CCCO2)cc1 (stereo unspecified),0%,-3%,-2%,14%,-2%,27%,i,i,-0.5%,?,i
CC1(C)CC(=O)C2=C(C1)N(CC1CCCO1)C(=O)NC2(C(F)(F)F)C(F)(F)F (stereo unspecified),-1%,3%,7%,-3%,-3%,3%,i,i,-0.7%,i,i
CCCNC(=O)c1cccc(COCC(F)(F)C(F)F)c1,2%,-1%,-3%,?,-3%,5%,i,i,0.7%,i,i
CC1Oc2ccccc2N(CC(=O)N2CCCc3ccccc32)C1=O (stereo unspecified),1%,6%,3%,3%,-1%,-11%,?,i,0.0%[57.5 µM],i,i
COc1ccc(NC2CC(=O)N(C(C)C)C2=O)cc1 (stereo unspecified),0%,-6%,-4%,-3%,-6%,-14%,?,i,1.8%,?,i
CCc1nnc(NC(=O)CSc2nnc(-c3ccc(OC)cc3)n2C)s1,1%,-4%,-1%,-11%,3%,5%,?,i,-0.1%,?,i
CCOc1ccc2[nH]c(=O)c(CN(Cc3ccco3)C(=O)c3cccc(F)c3)cc2c1,0%,4%,0%,5%,-4%,?,i,1.5e-07M*,-2.0%,?,1.1e-07M*
CCN(CC)CCOC(=O)C1(c2ccc([N+](=O)[O-])cc2)CCCC1,0%,-1%,1%,?,-4%,11%,?,i,1.3%[20.6 µM],i,i
CC(C)C(=O)N1CCN(c2ccc(NC(=O)c3ccc(Br)o3)cc2)CC1,-1%,-3%,3%,2%,-3%,-22%,i,i,-0.8%,i,i
CCOC(=O)c1c(N)nn(C(=O)C(C)C)c1-c1ccccc1,2%,-1%,0%,?,15%,-15%,?,i,0.5%,i,i
Cc1ccc(-n2c(Cc3cccn3C)nnc2SCC(=O)Nc2ccc3c(c2)OCO3)cc1,1%,-7%,6%,?,-11%,28%,i,i,-0.1%,i,i
CN1CCN(S(=O)(=O)c2ccc(NC(=O)c3cccs3)cc2)CC1,-3%,6%,6%,3%,0%,-7%,i,i,1.2%,i,i
COC(=O)c1ccc(NC(=O)CSc2nnc(-c3ccncc3)n2C)cc1,-5%,-3%,0%,5%,0%,-2%,i,i,4.0%[57.5 µM],i,i
COCCn1c(SCc2c(F)cccc2Cl)nc2c1c(=O)[nH]c(=O)n2C,-1%[25.5 µM],.,-2%[20.6 µM],.,.,.,i,1.6e-08M*,.,?,1.4e-08M*

Gathered by group, the entries above with two or more sulfur atoms (two)
Compound,FLuc inh,UbGFP stabilizer,GFP derepression,CRE Fsk mod,Hsp90 Hop PPI,ERK AVP block,TexasRed autofl,A350 fluor,HBB splice mod,Fluorescein fluor,4-MU autofl
CCc1nnc(NC(=O)CSc2nnc(-c3ccc(OC)cc3)n2C)s1,1%,-4%,-1%,-11%,3%,5%,?,i,-0.1%,?,i
CN1CCN(S(=O)(=O)c2ccc(NC(=O)c3cccs3)cc2)CC1,-3%,6%,6%,3%,0%,-7%,i,i,1.2%,i,i

Additional compounds:
Compound,FLuc inh,UbGFP stabilizer,GFP derepression,CRE Fsk mod,Hsp90 Hop PPI,ERK AVP block,TexasRed autofl,A350 fluor,HBB splice mod,Fluorescein fluor,4-MU autofl
COc1ccccc1CNc1ccnc(-c2ccccc2Cl)n1,-3%[2.29 µM],-7%,-9%[9.22 µM],3%,4%,-13%,i,i,0.3%,?,i
CCNS(=O)(=O)c1ccc(NC(=O)Cn2nc(C(F)(F)F)cc2C)cc1,-2%,16%,2%,?,4%,11%,i,i,3.7%,i,i
O=C(Nc1ccc(Nc2ccc3c(c2)C(=O)c2ccccc2C3=O)c2c1C(=O)c1ccccc1C2=O)c1ccccc1,-2%[11.4 µM],-5%[9.17 µM],-2%[9.22 µM],3%[7.6 µM],?,-9%[11.5 µM],i,i,2.6%[9.22 µM],i,i
c1csc(CNc2nc(-c3ccoc3)nc3ccccc23)c1,-2%[2.29 µM],-2%,6%[9.22 µM],-9%,-9%,-21%,i,i,9.3%,i,i
CCCCNC(=O)CC1N=C2c3ccccc3N=C(SCC(=O)Nc3ccc(OC)cc3)N2C1=O (stereo unspecified),0%,-4%,2%,4%,-5%,4%,i,?,-0.3%,i,?
O=C(Cn1nnc2c(cnn2-c2ccccc2)c1=O)N1CCN(c2ccccc2F)CC1,2%,0%,0%,-13%,1%,10%,i,i,-0.4%[57.5 µM],?,i
CC(C)CC1NC2(C(=O)N(C)c3ccccc32)C2C(=O)N(C(C)C)C(=O)C12 (stereo unspecified),2%,-1%,.,-5%,-1%,.,.,.,0.8%,.,.
CC(=O)NCCOc1nc(N(C)C)nc(N2CCOCC2)n1,1%,0%,-7%,1%,-2%,-5%,?,i,11%,i,i
COc1ccc(C(=O)/C=C/Nc2cc(C)on2)c(OC)c1,3.2µM*,0%,-4%,?,-2%,-12%,i,5.3e-08M*,2.0%,?,4.5e-08M*
COc1cccc(-c2nc(N(C)C)c3ccccc3n2)c1,2%[2.29 µM],2%,0%[9.22 µM],22%,13%,?,i,i,-1.1%,?,i
CCCSCCCNC(=O)CC1Oc2ccccc2NC1=O (stereo unspecified),3%,1%,.,-4%,-6%[2.3 µM],-3%,.,.,-0.9%,.,.
Cc1cc(C)n(-c2ccc(Cl)c(C(=O)OCC(=O)N3CCCCC3C)n2)n1 (stereo unspecified),0%,-4%,1%,?,3%,12%,i,i,0.0%[57.5 µM],i,i
O=C(CCS(=O)(=O)c1ccc(Cl)cc1)Oc1ccc2c(c1)OCO2,1%,3%,11%,-9%,-2%,-29%,i,i,0.2%[57.5 µM],i,i
CCOC(=O)c1cnn(CCOC(=O)Cc2cccs2)c1NC(=O)Cc1cccs1,-1%,11%,7%,-18%,-1%,-3%,i,i,-2.1%,i,i
Oc1ccc(Nc2nc(N3CCCC3)c3ccccc3n2)cc1,-10%,3%,-1%,?,-22%,32µM*,i,i,-0.3%[57.5 µM],i,i
CC(C)OCC(O)CN (stereo unspecified),-1%,8%,0%,25%,2%,-5%,i,?,0.4%[1.84 µM],i,1.7e-08M*
Cc1ccc(OCCC(=O)OCC(=O)N2c3ccccc3CC2C)cc1 (stereo unspecified),4%,-4%,0%,-9%,10%,30%[activator],i,i,-3.4%,?,i

With a hit mark in ERK AVP block, of those listed so far:
smiles,FLuc inh,UbGFP stabilizer,GFP derepression,CRE Fsk mod,Hsp90 Hop PPI,ERK AVP block,TexasRed autofl,A350 fluor,4-MU autofl
Oc1ccc(Nc2nc(N3CCCC3)c3ccccc3n2)cc1,-10%,3%,-1%,?,-22%,32µM*,i,i,i
